Compound activity: PubChem, National Center for Advancing Translational Sciences (NCATS)
ERG-DNA inh – inhibitors of human ERG Ets domain-DNA interaction; fluorescence polarization, His-ERG Ets domain / labelled DNA; Potency, µM (series often up to 76.9 µM), for the others: top-dose FP activity, negative = inhibition, actives largely listed as inhibitors; 0.028% of 370,000 active; active = well fitted inhibition curve with a large enough effect in the polarisation, with a control signal flat; inconclusive = small, poorly fitted or top-dose-only effect, or effect the other way, or a change in a side signal; inactive = no such curve, though single readings can be large or run the other way; the % refers to the polarisation;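 also: polarization taken with two DNA probes labelled with fluorescein and Texas red; potency is read from the fitted curve at half-maximal effect; % of control where 0% means no effect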
Target sequence (P11308 whole entry, looked up, the tested form may be a part): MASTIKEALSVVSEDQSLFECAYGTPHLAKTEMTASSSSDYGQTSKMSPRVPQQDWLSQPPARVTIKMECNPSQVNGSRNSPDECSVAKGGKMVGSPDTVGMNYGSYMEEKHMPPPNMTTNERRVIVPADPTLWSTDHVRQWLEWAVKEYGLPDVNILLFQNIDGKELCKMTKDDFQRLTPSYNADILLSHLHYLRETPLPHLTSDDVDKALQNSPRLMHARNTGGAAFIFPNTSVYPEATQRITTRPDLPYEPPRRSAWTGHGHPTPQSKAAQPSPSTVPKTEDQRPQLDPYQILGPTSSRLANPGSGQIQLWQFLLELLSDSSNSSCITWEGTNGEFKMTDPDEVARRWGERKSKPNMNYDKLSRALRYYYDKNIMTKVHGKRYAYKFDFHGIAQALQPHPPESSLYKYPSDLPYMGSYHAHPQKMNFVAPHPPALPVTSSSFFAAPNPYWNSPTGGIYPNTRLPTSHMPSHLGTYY
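His-tagged ERG Ets domain (1 uM in the protein solution; 300mM KCl, 50mM Tris-HCl, 1mM EDTA, 1mM DTT, pH 7.5) received compound, then a probe mix of 5 nM fluorescein-DNA and 100nM Texas-615-DNA. Fluorescence polarization was read for both dyes.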
Vif-APOBEC3F blk – Vif-A3F binding inhibition. Potency, µM (titrated, usually from 46.1 µM), for inactives: at the top dose activity, negative = active. 0.2% of 390,000 active. HeLa A3F-eYFP + Vif (tagged APOBEC3F with the HIV-1 protein that degrades it), YFP fluorescence increase. AID 602313; also: potency is read from the fitted curve at half-maximal effect; % of control where 0% means no effect; nearly all actives have a fitted effect of over 65% in size
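HeLa cells stably expressing Vif plus C-terminally eYFP-tagged A3F were seeded, incubated overnight at 37 deg C, dosed with compound, incubated overnight again at 37 deg C. Yellow fluorescence (Ex 488/Em 500-530) reported blocked Vif-mediated A3F-eYFP degradation.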
12-LOX inh – ALOX12 (human) lipoxygenase inhibition | purified 12hLO, xylenol orange hydroperoxide absorbance | Potency, µM (doses to about 108 µM), for inactives: top-dose activity change, negative = inhibition, hits mostly inhibitors | 1.1% of 580,000 active; also: potency is read from the fitted curve at half-maximal effect; % is scaled to controls: 0 for no effect and ±100 for the full control effect
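Purified human 12hLO at 150 nM in 25 mM Hepes, 0.01% Triton X-100, pH 7.0, preincubated 15 min at room temperature with compound. Reaction started with 40 uM arachidonic acid, 30 min at room temperature. Hydroperoxide measured by Fe-xylenol orange, 573/405 nm absorbance ratio.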
Vif-APOBEC3G blk – Vif-A3G binding inhibition; Q9HC16; HeLa A3G-eYFP + Vif (tagged APOBEC3G with the HIV-1 protein that degrades it), YFP fluorescence, overnight; Potency, µM (doses to about 46.1 µM), inactives show at the top dose activity, negative = active, actives largely listed as inhibitors; 0.076% of 410,000 active;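 also: potency is read from the fitted curve at half-maximal effect; % is scaled to controls: 0 for no effect and ±100 for the full control effect; nearly all actives have a fitted effect of over 60% in size; hits raise eYFP signal because A3G escapes Vif-driven loss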
Target sequence (Q9HC16 whole entry, looked up): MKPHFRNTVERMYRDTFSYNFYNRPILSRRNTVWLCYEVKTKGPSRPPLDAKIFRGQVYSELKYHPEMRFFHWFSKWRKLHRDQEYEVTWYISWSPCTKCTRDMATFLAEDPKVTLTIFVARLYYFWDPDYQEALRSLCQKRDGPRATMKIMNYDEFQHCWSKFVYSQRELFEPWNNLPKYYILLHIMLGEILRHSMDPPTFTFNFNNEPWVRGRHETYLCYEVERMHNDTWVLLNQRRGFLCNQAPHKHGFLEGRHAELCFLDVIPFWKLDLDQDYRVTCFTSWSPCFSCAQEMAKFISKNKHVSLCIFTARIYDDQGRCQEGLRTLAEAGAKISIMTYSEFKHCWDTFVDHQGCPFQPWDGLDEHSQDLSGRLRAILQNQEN
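HeLa cells stably expressing Vif and C-terminally eYFP-tagged A3G, seeded overnight at 37 deg C, then exposed to compound by pintool overnight at 37 deg C. Rise in yellow fluorescence (Ex 488/Em 500-530, Acumen) marks blocked Vif-driven A3G degradation.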
RGS4 inh – inhibitors of human regulator of G protein signaling 4 | 0.039% of 390,000 active | P49798 | Transcreener GDP fluorescence polarization, RGS4-accelerated GTP hydrolysis | AID 504845 | Potency, µM (series often up to 114 µM), without a hit: at the top dose activity change, negative = inhibition, actives largely listed as inhibitors; also: potency is read from the fitted curve at half-maximal effect; % is scaled to controls: 0 for no effect and ±100 for the full control effect; nearly all actives have a fitted effect of over 75% in size; some results filed as inactive show a strong effect at the top dose
Target sequence (P49798 whole entry, looked up): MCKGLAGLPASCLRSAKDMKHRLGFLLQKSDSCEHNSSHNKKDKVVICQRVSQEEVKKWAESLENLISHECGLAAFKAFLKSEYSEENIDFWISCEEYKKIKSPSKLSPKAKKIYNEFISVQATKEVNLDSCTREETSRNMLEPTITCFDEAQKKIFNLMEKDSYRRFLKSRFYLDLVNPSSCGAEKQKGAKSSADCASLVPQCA
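MLSMR compounds (23 nl, pin-transferred) preincubated 10 min at room temperature with a 500nM (2x) first reagent, then RGS4 at 900nM (2x) plus Transcreener GDP mix added; fluorescence polarization (620/688 nm) read before and after 90 min at 30 °C.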
Glioma ERSR ind – inducers of ER stress response in human glioma cells | U87-MG GRP78 promoter luciferase reporter, 16 h | Potency, µM, without a hit: top-dose activation, actives largely listed as activators | AID 602332 | 0.02% of 420,000 active; also: potency is read from the fitted curve at half-maximal effect; series mostly up to about 76 µM; % of control where 0% means no effect; nearly all actives have a fitted effect of over 35% in size
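Stably transfected U87-MG glioma cells carrying a GRP78-based luciferase sensor; 16 h compound incubation. Luminescence end-point read 10 min after Bright-Glo addition at room temperature.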
D2 antag – antagonists of human D2 dopamine receptor; P14416; HEK293 TREx D2 cells, calcium flux, dopamine EC80; inhibition, % at 10 µM; 2% of 340,000 active; in the data active = inhibition above about 30%; also: 0% is about no effect
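Dopamine at EC80 is the agonist stimulus; test compounds precede it by 180 s. Calcium flux read kinetically in a force-coupled, inducible HEK293 T-REx D2 cell line.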
LDHA inh – blocks human lactate dehydrogenase A; 0.15% of 480,000 active; purified LDHA, NADH/diaphorase-resazurin fluorescence; active compounds read low; activity change, % (values are at about 110 or 230 µM); in the data active = activity change below about -30%; inconclusive = mostly about -25% to -30%;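 also: plate controls were DMSO wells for no effect and wells without enzyme for full effect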
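Resorufin fluorescence (ex540/em590), read at 0 and 20 min after diaphorase/resazurin addition, reports the NADH left after a 5 min room-temperature reaction of 2 nM human LDH5 with 0.06 mM NADH and 0.2 mM pyruvate.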
D2 agonist – activates the human D2 dopamine receptor; 0.53% of 340,000 active; HEK293 T-REx D2 cells, calcium flux agonist mode; activation, % at 2 µM; P14416; AID 485358;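 active = activation over 3 SD above normal in the single-dose calcium agonist read, cut at about 30% in these data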; also: 0% is about no effect
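Agonism scored from kinetic calcium signal (1 read/sec, 180 s) following compound pin transfer, after a 10 s baseline. Cells: HEK293 Trex line expressing inducible D2 receptor coupled to calcium, dye-loaded after overnight culture at 30 C.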
An asterisk follows results filed as active; ? = inconclusive; nt = no result given; & = joins results of further samples; [ ] = another dose, or the depositor's remark. Unless noted, calls follow the shape of the dose curve; as a rule, active = well fitted curve in the direction sought with a large enough effect; inconclusive = small, poorly fitted or top-dose-only effect, or another doubt; inactive = no such curve, though single readings can be large; an effect the other way counts as inactive or inconclusive.

Values run as follows: ERG-DNA inh, Vif-APOBEC3F blk, 12-LOX inh, Vif-APOBEC3G blk, RGS4 inh, Glioma ERSR ind, D2 antag, LDHA inh, D2 agonist
CN1CCN(C(=O)c2cc3c(=O)n4ccccc4nc3s2)CC1
→ -7%, 0%, -22%, -1%, 17%, 1%, nt, 0, nt
COc1ccc(NC(=O)C2Cc3c(-c4ccc(NC(C)=O)cc4)ccnc3O2)cc1 (configuration not stated)
→ nt, nt, 15%, -27%, nt, -1%, nt, 4, nt
CCC(=O)Nc1cc(-c2nn(C)c(=O)c3ccccc23)ccc1N1CCOCC1
→ -6%, 3%, 8%, -5%, -2%, -1%, 4, -5, 0.7
O=c1oc2cc(O)ccc2cc1-c1ccccc1
→ -7%, 0%, -9%, -3%, -18%, 7%, -5, -1, -0.4
C[C@H]1CN([C@@H](C)CO)C(=O)Cc2cc(NC(=O)C3CC3)ccc2O[C@H]1CN(C)Cc1ccc(Oc2ccccc2)cc1
→ 5%, -3%, -15%, -5%, -3%, -4%, nt, 1, nt
N#Cc1cc([N+](=O)[O-])c(-n2nnc3ccccc32)c([N+](=O)[O-])c1
→ -2%, -17%, nt, 0%, -29%, -2%, 3, 14, 0.4
COc1ccc(/C(CC2OC(=O)c3ccccc32)=N\NC(N)=O)cc1 (configuration not stated)
→ -4%, -12%, -1%, 0%, -15%, -2%, 2, 0, -1.2
Cc1c(NC(=O)c2ccc(OC(C)C)cc2)cccc1-c1nc2ncccc2o1
→ 3%, -2%, -10%, -2%, -24%, 2%, nt, -8, -1.5
CCCCn1nc(C(=O)NCc2ccccc2CN2CCCC2)c2ccccc2c1=O
→ -7%, -1%, 310%[activator], 0%, 6%, -3%, 3, -7, -0.4
CC(C)COC(=O)CCNc1n[nH]c(=O)[nH]c1=O
→ -5%, -2%, -23%, -1%, 26%, 0%, -11, -4, 0.5
COc1ccc(S(=O)(=O)N(CC(C)C)CC(C)C)c2cccnc12
→ -11%, 6%, 37%&-3%[activator], 2%, -2%, -1%, -6, 1&-1, 0.3
Cc1ccc(-n2ncc(C(=O)NCc3ccco3)c2C2CCN(C(=O)OC(C)(C)C)CC2)cc1C
→ -3%, 2%, -4%, 5%, 11%, -3%, nt, -3, nt
CSc1cccc(NC(=O)c2ccco2)c1
→ -28%, 4%, -18%, -3%, -5%, 4%, -4, -5, -0.7
CCOC(=O)c1[nH]c2c(c1C)C(=O)CC(c1ccco1)C2 (configuration not stated)
→ 8%, -11%, 10%, ?, ?, -6%, -11, 2, 0.0
CCC(C)C(NC(C)=O)C(=O)NC(=O)NC(c1ccccc1)c1ccccc1 (configuration not stated)
→ nt, -4%, 9%, -13%, -8%, -3%, -4, -6, 0.9
NNC(=O)C1CC1c1ccc(Cl)cc1 (configuration not stated)
→ -2%, -14%, 1%, 0%, 7%, 0%, -7, -2, 2.2
CCC(=O)Nc1cccc(C(=O)OCC(=O)c2ccccc2Cl)c1
→ 0%, -1%, 16%, 0%, -3%, 9%, -11, -3, -0.1
CC1CCN(C(=O)Cn2cnc3c2c(=O)n(C)c(=O)n3C)c2ccccc2S1 (configuration not stated)
→ 4%, -11%, -22%, 0%, 0%, -9%, 45*, -14, 0.9
CC(C)C(=O)Nc1ccc(-c2nc3ccccc3c(=O)o2)cc1
→ -4%, 12%, 4%, -1%, -22%, -7%, -2, -15, -0.3
CCOC(=O)c1c2n(c3ccc(OC(C)=O)cc13)CCC2
→ 5%, 6%, 16%, 0%, 7%, -3%, -19, 1, -0.4
Cn1nc(C(F)(F)F)c(C#N)c1N1CCN(c2ccccn2)CC1
→ ?, 15%, -3%, -5%, ?, -6%, -33, -6, 11
CCCc1cc(=O)[nH]c(Nc2ccc(OCC)cc2)n1
→ -1%, nt, -3%, nt, -1%, nt, nt, -8, -0.9
O=C(NNC(=S)NC(=O)c1cccc([N+](=O)[O-])c1)c1ccc(O)cc1
→ 10%, -5%, 8%, 4%, -20%, -2%, -5, -7, -0.6
COc1ccc(S(=O)(=O)c2nnn(-c3ccccc3Cl)c2N)cc1
→ -15%, -7%, 7%, 3%, 3%, -3%, 12, -5, 0.0
Cc1noc(/C=C/N(C)C)c1S(=O)(=O)N1CCCC(C(=O)NCc2ccccc2Cl)C1 (configuration not stated)
→ 5%, 2%, -17%, 2%, -39%, -3%, 15, -3, -0.3
O=C(C1CCN(S(=O)(=O)c2cccc3cccnc23)CC1)N1CCN(c2ccc(Cl)cc2)CC1
→ -5%, 1%, 6%, 2%, 3%, -3%, 7, -2, -0.6
Cc1ccsc1/C=N/N1CCN(C2c3ccccc3-c3ccccc32)CC1
→ 2%, -13%, -10%, -5%, -39%, -5%, 8, 0, 0.0
O=C(Cn1nc(-c2ccc(Cl)cc2)c2ccccc2c1=O)Nc1cccnc1
→ -6%, -1%, ?, -1%, -8%, -6%, -18, 0, 0.3
O=C(Nc1ccc2c(c1)OCO2)c1sc2cc(Cl)ccc2c1Cl
→ 2%, -6%, -6%, -7%, 1%, 1%, -3, -5, 0.8
CC(C)CCN(C(=O)CNC(=O)c1cccs1)C(C(=O)NC1CCCC1)c1ccncc1 (configuration not stated)
→ -7%, -4%, -9%, 0%, 1%, -3%, nt, -5, nt

The closing 6 compounds of the section above come first, to join the parts.
Values run as follows: ERG-DNA inh, Vif-APOBEC3F blk, 12-LOX inh, Vif-APOBEC3G blk, RGS4 inh, Glioma ERSR ind, D2 antag, LDHA inh, D2 agonist
Cc1noc(/C=C/N(C)C)c1S(=O)(=O)N1CCCC(C(=O)NCc2ccccc2Cl)C1 (configuration not stated)
→ 5%, 2%, -17%, 2%, -39%, -3%, 15, -3, -0.3
O=C(C1CCN(S(=O)(=O)c2cccc3cccnc23)CC1)N1CCN(c2ccc(Cl)cc2)CC1
→ -5%, 1%, 6%, 2%, 3%, -3%, 7, -2, -0.6
Cc1ccsc1/C=N/N1CCN(C2c3ccccc3-c3ccccc32)CC1
→ 2%, -13%, -10%, -5%, -39%, -5%, 8, 0, 0.0
O=C(Cn1nc(-c2ccc(Cl)cc2)c2ccccc2c1=O)Nc1cccnc1
→ -6%, -1%, ?, -1%, -8%, -6%, -18, 0, 0.3
O=C(Nc1ccc2c(c1)OCO2)c1sc2cc(Cl)ccc2c1Cl
→ 2%, -6%, -6%, -7%, 1%, 1%, -3, -5, 0.8
CC(C)CCN(C(=O)CNC(=O)c1cccs1)C(C(=O)NC1CCCC1)c1ccncc1 (configuration not stated)
→ -7%, -4%, -9%, 0%, 1%, -3%, nt, -5, nt
CCOc1ccc(C(=S)N2CCOCC2)cc1OCC
→ 2%, -4%, -24%, 0%, -42%, -2%, 6, -5, 0.3
O=C(Cn1nc(C(F)(F)F)c2c1CCCC2)Nc1cccc(Cl)c1
→ -4%, -12%, ?, -1%, 10%, -5%, nt, -2, -0.6
O=C(Nc1ccc(Cl)cc1)N1CCN(C(=O)C2CCCO2)CC1 (configuration not stated)
→ 3%, 1%, 6%, 0%, -12%, 3%, -2, -2, 0.6
O=C(CSc1nc(=O)n2cc(Cl)ccc2n1)NCCc1ccccc1
→ 16%, -17%, ?, -8%, -31%, -6%, 2, -4, 0.3
CNC(=O)c1cc(C(=O)c2ccccc2C(F)(F)F)c[nH]1
→ 10%, 0%, -4%, 3%, -14%, -2%, 12, -2, 1.0
CCOc1ccc(S(=O)(=O)Nc2nc3ccccc3nc2Cl)cc1
→ 3%, -7%, 0%, -11%, 26%, 1%, -8, -16, -0.8
COc1ccccc1C(c1nnnn1CCc1ccccc1)N1CCN(c2ccccc2)CC1 (configuration not stated)
→ -7%, 1%, 30%[activator], -8%, -44%, -2%, 13, -11, 0.1
COCCN(C(=O)/C=C/c1ccccc1)c1nnc(-c2cccnc2)s1
→ -17%, 17%, -24%, 1%, -38%, -3%, 14, 0, -0.7
CNC(=S)N1N=C(c2ccc(Br)cc2)CC1c1ccc(N(C)C)cc1 (configuration not stated)
→ 19%, 2%, -4%, -3%, -14%, 4%, -8, -2, 1.7
O=C(Cc1ccc(Br)cc1)N1CCN(c2ccccn2)CC1
→ -4%, -6%, 12%, -8%, ?, 3%, -2, -6, 0.6
CC(Sc1nnnn1C1CC1)C(=O)Nc1cccc(S(=O)(=O)N2CCOCC2)c1 (configuration not stated)
→ 4%, 5%, -24%, -1%, 10%, -5%, 6, -3, -0.2
Cc1cc(C)cc(NC(=O)Nc2ccc(N3CCCCC3)cc2)c1
→ -8%, ?, ?, -10%, -23%, 17%, 27, 2, -0.2
Cc1ccccc1C(=O)NC(=S)NCC1CCCO1 (configuration not stated)
→ 3%, 1%, -18%, 2%, -13%, 0%, 5, -7, 0.4
O=C(NCC1CCCO1)c1ccc(COc2ccc(F)cc2)o1 (configuration not stated)
→ nt, -8%, -20%, 1%, 6%, -2%, -12, -1, -0.6

A portion of the library, so the mix of outcomes need not match the whole.
